RGS4 pot: RGS4 potentiators or activators, primary screen, cell-based, HEK293 M3R inducible RGS4, calcium flux; carbachol calcium flux Fluo4; active compounds read low; B-score at 10 µM; 310,000 compounds, 0.92% hits; AID 463111, 2010;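 active means B-score of the integrated calcium signal more than 4 SD below the library mean, with starting fluorescence not abnormally high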;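 further: negative B-score means reduced calcium response which marks RGS4 activation or potentiation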
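Also added: carbachol at ECmax as muscarinic agonist stimulus; Assay system: HEK293 cells with stable M3R and inducible RGS4; Timing: overnight RGS4 induction, 30 min dye load 37 °C, 20 min compound RT; Measured by: Fluo4-AM (2 µM) calcium-flux fluorescence, kinetic read.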
MrgX1 antagonist: antagonists of human MrgX1 receptor, primary screen, HEK293 cells, Fluo-4 calcium flux; Mas-related G-protein coupled receptor member X1 (Homo sapiens), Q96LB2; 310,000 compounds, 1.3% hits; BAM8-22 antagonism; active compounds read low; AID 588676, 2011; B-score at 10 µM;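 active means calcium-response B-score plate-corrected more than 3 library SD below zero, starting fluorescence within 5 deviations, no agonist response on first addition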;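 further: peak minus trough fluorescence over baseline after final BAM8-22 challenge near maximal dose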
RGS4 block: RGS4 inhibitors, primary screen, cell-based, HEK293 M3R inducible RGS4, calcium flux | B-score at 10 µM | Regulator of G-protein signaling 4 (Homo sapiens), P49798 | 310,000 compounds, 0.45% hits | Fluo-4 calcium flux; active compounds read high; triggered by carbachol at its EC20;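 active means B-score, a plate-corrected calcium signal, over three deviations above library mean, with baseline fluorescence within five deviations of library mean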;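 further: RGS4 expression induced by doxycycline in cells with stable M3 receptor; B-score is computed from the integrated fluorescence ratio over baseline after carbachol; higher B-score means a larger calcium signal and so more RGS4 inhibition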
Target sequence (P49798 whole entry, looked up): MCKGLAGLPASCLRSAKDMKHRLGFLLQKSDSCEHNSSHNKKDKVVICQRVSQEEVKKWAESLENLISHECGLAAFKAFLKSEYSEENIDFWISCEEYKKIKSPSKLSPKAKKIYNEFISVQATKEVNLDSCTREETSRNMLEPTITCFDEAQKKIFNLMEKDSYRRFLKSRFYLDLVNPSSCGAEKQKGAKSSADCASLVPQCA
Platelet DG rel: inhibitors of platelet dense granule secretion, primary screen, cell-based, MLPCN, human platelets | AID 1663, 2009 | human platelet-rich plasma, SFLLRN dense granule ATP release, luminescence | 300,000 compounds, 0.22% hits | inhibition, %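 (compounds screened at 7.5 µM in platelet-rich plasma)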;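 active means mean replicate score, as percent of positive control, at or above 50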
MrgX1 agonist: agonists of human MrgX1 receptor, primary screen, HEK293 cells, Fluo-4 calcium flux. Mas-related G-protein coupled receptor member X1 (Homo sapiens), Q96LB2. B-score at 10 µM. Fluo-4 calcium fluorescence, agonist mode; active compounds read high. AID 588627, 2011. 310,000 compounds, 0.44% hits;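 active means calcium response B-score plate-corrected fluorescence ratio at least 3 library SD, with starting fluorescence B-score inside 5 SD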
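Material: MrgX1-expressing HEK293 cells; input: 15,000 cells per well; doses: test compound given as first of three sequential additions; schedule: overnight plating before 1 h dye loading; technique: Fluo-4 NW calcium-flux fluorescence, kinetic read; evaluation: baseline-normalised fluorescence change ratio, B-scored; control set: plate-wise positive and negative controls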
MrgX1 allo act: positive allosteric modulators of MrgX1, primary screen, HEK293 cells, Fluo-4 calcium flux; Mas-related G-protein coupled receptor member X1 (Homo sapiens), Q96LB2; FDSS; active compounds read high; B-score at 10 µM; 310,000 compounds, 0.63% hits;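 active means plate-corrected calcium response at least 3 library SD above typical, normal starting fluorescence, not activating the receptor alone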;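 further: compound read alongside a low EC10 to EC30 dose of BAM8-22 agonist; peak minus trough fluorescence over baseline measured at the second addition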
SKKanGAS inh: S. pyogenes SKKanGAS growth inhibitors in kanamycin, primary screen, streptokinase expression inhibitor project, SKKanGAS strain, BacTiter-Glo luminescence. 6 h. inhibition, % at 7.5 µM. 300,000 compounds, 1.3% hits. AID 1662, 2009;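 active means mean replicate score, as percent of positive control median, at least 50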;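 further: strain carries kanamycin resistance gene driven by streptokinase promoter and grows in 40 µg/ml kanamycin; loss of luminescence reflects streptokinase promoter inhibition or plain growth inhibition; 0% = median of DMSO wells and 100% = positive control at its reference dose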
TRPC4 inh: inhibitors of mouse TRPC4 channel, primary screen, Fluo4 calcium, HEK293 TRPC4beta/mu-opioid cells | 300,000 compounds, 0.39% hits | AID 2247, 2010 | B-score at 10 µM | DAMGO-evoked Fluo4 calcium flux; active compounds read low | Short transient receptor potential channel 4 (Mus musculus), Q9QUQ5;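 active means B-score over 3 SD under the library average, no early fluorescence shift, positive overall ratio signal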
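Assay system: TRPC4beta/mu-opioid receptor HEK293 cell line; compound dosing: single concentration per test compound; detection: Fluo4 Ca2+ flux fluorescence; evaluation: per-well B score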
TRPC6 activator: mouse TRPC6 channel activators, primary screen, cell-based, HEK293, membrane potential dye | Short transient receptor potential channel 6 (Mus musculus), Q61143 | HEK293-TRPC6 membrane potential dye fluorescence; active compounds read high | B-score at 10 µM | 310,000 compounds, 0.13% hits;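 active means B-score of the integrated fluorescence ratio above library mean plus 3 SD, and starting fluorescence ratio within library mean plus 5 SD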;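 further: higher score means more depolarization so channel activation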
Target sequence (Q61143 whole entry, looked up): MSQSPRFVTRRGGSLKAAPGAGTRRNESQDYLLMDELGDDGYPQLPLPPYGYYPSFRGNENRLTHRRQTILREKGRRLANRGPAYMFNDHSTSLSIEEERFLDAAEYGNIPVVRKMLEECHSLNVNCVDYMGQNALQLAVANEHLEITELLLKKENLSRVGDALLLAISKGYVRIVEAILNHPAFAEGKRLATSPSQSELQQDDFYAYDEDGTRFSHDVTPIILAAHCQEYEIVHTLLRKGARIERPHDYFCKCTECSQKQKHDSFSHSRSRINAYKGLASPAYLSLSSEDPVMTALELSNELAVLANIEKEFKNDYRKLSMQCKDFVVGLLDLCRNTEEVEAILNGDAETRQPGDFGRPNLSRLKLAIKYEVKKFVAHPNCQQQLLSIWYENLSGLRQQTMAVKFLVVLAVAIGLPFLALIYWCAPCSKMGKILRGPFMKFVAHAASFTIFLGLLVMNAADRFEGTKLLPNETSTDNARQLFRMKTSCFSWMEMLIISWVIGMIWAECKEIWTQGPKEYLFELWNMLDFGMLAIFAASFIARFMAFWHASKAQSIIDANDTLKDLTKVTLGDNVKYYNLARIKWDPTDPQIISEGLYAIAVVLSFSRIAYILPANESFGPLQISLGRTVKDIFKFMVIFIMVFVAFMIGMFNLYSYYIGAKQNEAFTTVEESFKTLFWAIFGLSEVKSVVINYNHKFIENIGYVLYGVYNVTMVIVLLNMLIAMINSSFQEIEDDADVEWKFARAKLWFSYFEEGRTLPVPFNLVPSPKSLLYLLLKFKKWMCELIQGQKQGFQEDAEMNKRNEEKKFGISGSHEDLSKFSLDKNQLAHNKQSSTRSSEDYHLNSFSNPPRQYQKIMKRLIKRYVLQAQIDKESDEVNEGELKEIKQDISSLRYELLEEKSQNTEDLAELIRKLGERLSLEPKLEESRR
TRPC6 inhibitor: mouse TRPC6 channel inhibitors, primary screen, cell-based, HEK293, membrane potential dye. ACh-evoked depolarization; active compounds read low. B-score at 10 µM. 310,000 compounds, 1.1% hits. AID 2553, 2010;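 active means B-score under library mean minus 3 SD, initial fluorescence not abnormally high, positive integrated signal ratio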;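 further: B-score derived from integrated fluorescence ratio over the kinetic read; more negative B-score means stronger inhibition of depolarization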
HIF act: HIF pathway transcriptional activators, primary screen, cell-based, U2OS HRE-luciferase, luminescence; activation, % at 7.5 µM (by protocol); U2OS HRE-luciferase reporter; normalized: DMSO 0%, desferrioxamine 100%; 300,000 compounds, 0.32% hits;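 active means mean activation of at least 10% of the iron chelator positive control signal, with at least half of replicates also reaching 10%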
Numbers without * were called inactive; i = inactive; . = no result given.

SMILES	RGS4 pot	MrgX1 antagonist	RGS4 block	Platelet DG rel	MrgX1 agonist	MrgX1 allo act	SKKanGAS inh	TRPC4 inh	TRPC6 activator	TRPC6 inhibitor	HIF act
NNC(=O)Cn1c(SCc2ccccc2)nc2ccccc21	i	i	i	-6	i	i	6	i	i	i	0.4
Cc1cc(N2C(=O)NC(=O)CC2C)c(C)cc1C(C)C (centres undefined)	i	i	i	-4	i	i	-7	i	i	-5.1*	-0.5
O=C(Cc1cccs1)NNC(=S)NCc1ccco1	-8.2*	i	i	-3	i	i	-16	i	i	i	-1.0
Fc1ccc(CSc2nnc(-c3ccccn3)o2)cc1	i	i	i	0	i	i	-3	i	i	i	1.3
COc1ccc(CNC(=O)Nc2ccc(OC)cc2)cc1	i	i	i	3	i	i	2	i	i	i	0.3
COc1ccc(Cc2nnc(NC(=O)Cn3cnc4c3c(=O)n(C)c(=O)n4C)s2)cc1OC	i	i	i	-3	i	i	2	i	i	i	-0.1
N#Cc1cn(CC(=O)NCCc2c[nH]c3ccccc23)c2ccccc12	i	i	i	8	i	i	4	i	i	i	0.3
COc1ccc(NC(=O)CSc2nc(=O)n(CCN(C)C)c3c2CCCC3)cc1	i	i	i	12	i	i	-5	i	i	i	0.2
O=Cc1c(-c2ccccc2)cc2oc3ccccc3cc1-2	i	i	i	6	i	i	3	i	i	i	3.0
COc1cc2c(C(=O)NCc3ccccn3)cn(CC(C)C)c(=O)c2cc1OC	i	i	i	-5	i	i	-1	i	i	i	0.3
Clc1ccccc1-c1nc(N/N=C/c2cccnc2)c2ccccc2n1	i	i	i	2	i	i	6	i	i	i	0.0
O=C(O/N=C/C1=C(Cl)c2ccccc2CC1)c1ccc(F)cc1	i	i	i	-1	i	i	1	i	i	i	0.7
CC(=O)C(C)Oc1ccc2c3c(c(=O)oc2c1C)CCCC3 (centres undefined)	i	i	i	-1	i	i	10	i	i	i	2.7
Cc1ccccc1C(=O)NC1CCCCCCC1	i	i	i	-2	i	i	3	i	i	i	4.8
Cc1ccc(NC(=O)Cn2nnc(C(=O)NCc3ccc4c(c3)OCO4)c2N)cc1	i	i	i	-2	i	i	2	i	i	i	-0.7

Given as labelled records: part of the list above
SMILES: COc1ccc(Cc2nnc(NC(=O)Cn3cnc4c3c(=O)n(C)c(=O)n4C)s2)cc1OC
  RGS4 pot: i | MrgX1 antagonist: i | RGS4 block: i | Platelet DG rel: -3 | MrgX1 agonist: i | MrgX1 allo act: i | SKKanGAS inh: 2 | TRPC4 inh: i | TRPC6 activator: i | TRPC6 inhibitor: i | HIF act: -0.1

SMILES: N#Cc1cn(CC(=O)NCCc2c[nH]c3ccccc23)c2ccccc12
  RGS4 pot: i | MrgX1 antagonist: i | RGS4 block: i | Platelet DG rel: 8 | MrgX1 agonist: i | MrgX1 allo act: i | SKKanGAS inh: 4 | TRPC4 inh: i | TRPC6 activator: i | TRPC6 inhibitor: i | HIF act: 0.3

SMILES: COc1ccc(NC(=O)CSc2nc(=O)n(CCN(C)C)c3c2CCCC3)cc1
  RGS4 pot: i | MrgX1 antagonist: i | RGS4 block: i | Platelet DG rel: 12 | MrgX1 agonist: i | MrgX1 allo act: i | SKKanGAS inh: -5 | TRPC4 inh: i | TRPC6 activator: i | TRPC6 inhibitor: i | HIF act: 0.2

SMILES: O=Cc1c(-c2ccccc2)cc2oc3ccccc3cc1-2
  RGS4 pot: i | MrgX1 antagonist: i | RGS4 block: i | Platelet DG rel: 6 | MrgX1 agonist: i | MrgX1 allo act: i | SKKanGAS inh: 3 | TRPC4 inh: i | TRPC6 activator: i | TRPC6 inhibitor: i | HIF act: 3.0

(list continues)
SMILES	RGS4 pot	MrgX1 antagonist	RGS4 block	Platelet DG rel	MrgX1 agonist	MrgX1 allo act	SKKanGAS inh	TRPC4 inh	TRPC6 activator	TRPC6 inhibitor	HIF act
Cn1c(CN2CCCCC2)nc2cc(NS(=O)(=O)c3ccc(F)cc3)ccc21	i	i	i	-9	i	i	3	i	i	i	0.2
CC(C)(C)c1cc(S(=O)(=O)CCc2ccncc2)cc(C(C)(C)C)c1F	i	i	i	4	i	i	6	i	i	i	0.1
O=C(OC(c1ccc(NS(=O)(=O)c2ccccc2)cc1)(C(F)(F)F)C(F)(F)F)c1ccccc1	i	i	i	5	i	i	2	i	i	i	-0.3
O=C(NCc1cccnc1)c1cc(Sc2cccc(Cl)c2)nc2ccccc12	i	i	i	-9	i	i	8	i	i	i	-0.3
CC(C)CC(=O)N1CCN(Cc2ccc3c(c2)OCO3)CC1	i	i	i	-13	i	i	-4	i	i	i	0.0
COc1cc(NC(=O)Cc2cccs2)ccc1-n1cnnn1	i	i	i	-28	i	i	0	i	i	i	-0.1
CC1S/C(=N\N=C\c2cccc([N+](=O)[O-])c2)N(C(C)(C)C)C1=O (centres undefined)	i	i	i	-4	i	i	-5	i	i	i	0.1
Cc1cccc(C2(c3cccc(C)c3)CC2C(=O)Nc2ccc([N+](=O)[O-])cc2O)c1 (centres undefined)	i	i	i	-7	i	i	72*	i	i	i	-0.2
Cc1ccc(/C=N/N=C2/NC(=O)CS2)o1	i	i	i	-5	i	i	2	i	i	i	2.1
CC(OC(=O)c1ccc(Cl)c(S(=O)(=O)Nc2ccc(F)cc2)c1)C(=O)NC(N)=O (centres undefined)	i	i	i	2	i	i	1	i	i	i	-0.2
Cc1ccc(/C=N/n2c(-c3ccc(Cl)cc3)n[nH]c2=S)s1	i	i	i	0	i	i	-19	i	i	i	-0.1
CCOC(=O)c1sc(N)c(C#N)c1CSc1nc2ccc(OCC)cc2[nH]1	i	i	i	-2	i	i	2	i	i	i	0.0
COc1ccc(C2CC(C(F)(F)F)n3nc(C(=O)O)c(Cl)c3N2)cc1OC (centres undefined)	i	-4.5*	i	5	i	i	-1	i	i	i	0.0
CCCCCCSc1cccc(-c2nc3ccc(C)cn3c2NC2CCCCC2)c1	i	i	i	-5	i	i	34	i	i	i	-4.0
Cc1ccc(/C=N/n2c(-c3cccnc3)n[nH]c2=S)o1	i	i	i	-2	i	i	0	i	i	i	-0.8
O=C(Nc1cccc(F)c1)c1ccc2c(c1)OCCO2	i	i	i	1	i	i	-4	i	i	i	4.2
O=C(CCCCCCCCN1C(=O)c2ccccc2C1=O)N1CCOCC1	i	i	i	15	i	i	-5	i	i	i	-0.7
CC(/C=C/c1ccccc1)=N\NC(=O)c1ccncc1	i	i	i	-1	i	i	3	i	i	i	-0.4
CC(=O)Nc1ccc(-c2cn3cc(C)ccc3n2)cc1	i	i	i	9	i	i	-5	i	i	i	0.0
COc1cccc(OCC(O)CNC(=O)c2oc3c(C)c(C)ccc3c2C)c1 (centres undefined)	i	i	i	-2	i	i	5	i	i	i	-0.1
O=C(CC12CC3CC(CC(C3)C1)C2)Nc1nncs1	i	i	i	-5	i	i	-3	i	i	i	0.0
C=CCN1C(=O)[C@@H]2Cc3c([nH]c4ccccc34)C(c3cc(OC)c(OC)c(OC)c3)N2C1=S (some centres undefined)	i	i	i	0	i	i	25	i	i	i	1.2
COc1cccc(N2CCN(C3CC(=O)N(c4ccc(Cl)c(Cl)c4)C3=O)CC2)c1 (centres undefined)	i	i	i	0	i	i	11	i	i	i	-0.6
CCOc1ccc(CCNC(=O)COC(=O)/C=C/c2ccc(OCC#N)c(OC)c2)cc1OCC	i	i	i	6	i	i	-4	i	i	i	.
CN1C(=O)C(O)(CC(=O)c2ccccc2O)c2cc(Br)ccc21 (centres undefined)	i	i	i	-8	i	i	-4	i	i	i	.
O=C(Nc1ccc(S(=O)(=O)Nc2ccccn2)cc1)c1ccc(Cl)cc1Cl	i	i	i	-8	i	i	-6	i	i	i	0.3
Cn1c2c(c(=O)n(C)c1=O)C1c3ccccc3OCC1C(C)(C)O2 (centres undefined)	i	i	i	-1	i	i	2	i	i	i	0.0
CCOC(=O)c1c(-c2ccccc2)csc1NC(=O)c1cc(S(=O)(=O)N2CCOCC2)ccc1C	i	i	i	0	i	i	1	i	i	i	-0.1
Cc1nc2ccccc2c(=O)[nH]1	i	i	i	11	i	i	-2	i	i	i	-0.3
CCOC(=O)c1cc(CC)sc1NC(=O)c1cc([N+](=O)[O-])ccc1N1CCOCC1	i	i	i	2	i	i	14	i	i	i	-0.8
COCCN(C(=O)CCC(=O)Nc1cc(C)on1)C(C(=O)NC(C)(C)C)c1ccc(OC)cc1 (centres undefined)	i	i	i	-5	i	i	-8	i	i	i	-0.2
COC(=O)Cc1nnc(NC(=O)c2ccccc2)s1	i	i	i	-4	i	i	-4	i	i	i	0.5
C=CCc1ccc(OCCn2cncn2)c(OC)c1	i	i	i	14	i	i	-1	i	i	i	-0.7
COc1ccc(/C(C)=N/NC(=O)c2nnn(-c3nonc3N)c2-c2cccs2)cc1OC	i	i	i	-14	i	i	6	i	i	i	-0.6
COc1ccc(CC(=O)Nc2cccc(SC)c2)cc1OC	i	.	i	-7	.	.	-7	i	i	i	-0.6
COc1cc(NS(=O)(=O)c2ccc(NC(=O)C34CC5CC(CC(C5)C3)C4)cc2)ncn1	i	i	i	0	i	i	2	i	i	i	-0.3
NS(=O)(=O)c1ccc(NS(=O)(=O)c2ccc3c(c2)OCCO3)cc1	i	i	i	0	i	i	1	i	i	i	-0.5
Cc1onc(C(=O)Nc2sc3c(c2C#N)CCCC3)c1[N+](=O)[O-]	i	i	i	1	i	i	4	i	i	i	0.3
CCCCC(=O)N1CCCC(c2nc(-c3cccc(OC)c3)no2)C1 (centres undefined)	i	i	i	-4	i	i	2	i	i	i	3.9
CO/N=C(/CNC(=O)c1cccc(Cl)c1)c1ccc(Cl)cc1	i	i	i	11	i	i	3	i	i	i	-0.4
CCOc1ccc(-n2c(SCC(=O)Nc3cc(C)on3)nc3c([nH]c4ccccc43)c2=O)cc1	i	i	i	-6	i	i	7	i	i	i	0.0

Screens: PubChem BioAssay, several laboratories
